PPARg SRC-3 ag: PPARgamma agonists recruiting SRC-3 coactivator, primary screen, biochemical; Peroxisome proliferator-activated receptor gamma (Homo sapiens), P37231; biochemical PPARgamma/SRC-3 coactivator recruitment assay; activation, % at 8 µM; hit rate 0.26% among 200,000; AID 731, 2007; in the data active = activation above about 23%;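 also: 0% = DMSO and 100% = reference agonist; some compounds past the cut are filed as inactive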
STAT1 inh: STAT1 signaling inhibitors, primary screen, cell-based, HTS, luciferase reporter; NIH 3T3 STAT1-luciferase reporter, IFN-gamma, luminescence; inhibition, % at 5.5 µM; hit rate 0.35% among 200,000;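 active = inhibition above a set limit, the mean inhibition across all tested compounds plus 3 SD, cut at about 34% in these data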;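 also: 0% = IFN-gamma with DMSO and 100% = IFN-gamma with 300 µM nifuroxazide; values of inactives mirror those of a sister screen read the other way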
ROMK mod: ROMK potassium channel modulators, primary screen, cell-based, thallium flux, MLSMR library; hit rate 2% among 130,000; ATP-sensitive inward rectifier potassium channel 1 (Homo sapiens), P48048; Tet-inducible ROMK, thallium flux fluorescence; actives lie on both sides; B-score at 10 µM;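 active = signal ratio slope over the read window, or its plate-corrected B-score, at least 3 SD from the plate mean, either direction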;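 also: B-score of the F/F0 ratio slope over 7 to 12 s after thallium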
Target sequence (P48048 whole entry, looked up): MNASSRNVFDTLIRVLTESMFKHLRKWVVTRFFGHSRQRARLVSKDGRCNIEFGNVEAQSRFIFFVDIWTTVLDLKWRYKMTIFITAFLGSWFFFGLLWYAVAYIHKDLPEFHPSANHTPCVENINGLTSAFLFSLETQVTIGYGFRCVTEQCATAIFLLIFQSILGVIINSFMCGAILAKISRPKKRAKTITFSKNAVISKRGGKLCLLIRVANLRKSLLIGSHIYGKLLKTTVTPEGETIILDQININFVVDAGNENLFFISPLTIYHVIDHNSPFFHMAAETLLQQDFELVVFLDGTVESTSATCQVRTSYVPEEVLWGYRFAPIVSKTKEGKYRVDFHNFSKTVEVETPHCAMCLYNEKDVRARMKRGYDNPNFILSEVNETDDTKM
SRC2 TRFRET art: TR-FRET signal artefacts, primary screen, artefact control for PPARgamma SRC-2 agonist project, biochemical; hit rate 0.4% among 200,000; TR-FRET ratio at 8 µM; AID 1049, 2008; TR-FRET artefact counter-screen; stronger effect = higher value; in the data active = TR-FRET ratio above about 2000; also: inactives centre near 1500
PPARg SRC2 recr: agonists of PPARg-SRC-2 recruitment, primary screen, biochemical, HTS; PPARgamma LBD-SRC-2 recruitment; Peroxisome proliferator-activated receptor gamma (Homo sapiens), P37231; activation, % at 8 µM; AID 1032, 2008; hit rate 0.34% among 200,000; in the data active = activation above about 22%;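 also: 0% = vehicle and 100% = reference agonist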
STAT3 inh: IL-6 driven STAT3 reporter inhibitors, primary screen, U3A cells, luciferase, luminescence, MLSCN library; AID 862, 2007; IL-6 STAT3-luciferase reporter; host cell line lacks STAT1; hit rate 0.89% among 190,000; inhibition, % at 5.5 µM;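 active = inhibition above the mean inhibition across all screened compounds plus 3 SD, cut at about 44% in these data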;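 also: 0% = DMSO only wells and 100% = 100 µM nifuroxazide control wells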
S1P3 antagonist: S1P3 receptor antagonists, primary screen, cell-based | inhibition, % at 4.98 µM | CHO S1P3 NFAT-BLA reporter, FRET fluorescence, antagonist mode | hit rate 0.27% among 170,000;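 active = inhibition above the plate cutoff, the mean inhibition of test wells on that plate plus 3 SD, cut at about 28% in these data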;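 also: cells challenged with S1P at its EC80 of 0.8 µM; blue over green emission ratio from cleaved BLA substrate after 4 h stimulation; 0% = S1P-stimulated wells and 100% = unstimulated DMSO-only wells; some compounds past the cut are filed as inactive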
Target sequence (Q99500 whole entry, looked up): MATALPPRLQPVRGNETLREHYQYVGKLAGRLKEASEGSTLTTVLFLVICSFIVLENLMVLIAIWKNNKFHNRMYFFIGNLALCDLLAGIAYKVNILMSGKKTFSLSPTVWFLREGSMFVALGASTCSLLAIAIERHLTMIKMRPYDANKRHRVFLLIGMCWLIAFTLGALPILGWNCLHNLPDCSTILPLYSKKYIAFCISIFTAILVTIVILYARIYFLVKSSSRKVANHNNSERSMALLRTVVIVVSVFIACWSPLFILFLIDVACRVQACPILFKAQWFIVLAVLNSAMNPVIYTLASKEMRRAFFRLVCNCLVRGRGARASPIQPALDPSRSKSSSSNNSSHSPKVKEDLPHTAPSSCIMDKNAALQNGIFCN
PPARg SRC1 recr: PPARgamma agonists recruiting SRC-1 coactivator, primary screen, biochemical | PPARgamma-SRC-1 coactivator recruitment biochemical assay | hit rate 0.41% among 200,000 | AID 631, 2007 | activation, % at 8 µM | Peroxisome proliferator-activated receptor gamma (Homo sapiens), P37231; in the data active = activation above about 19%;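 also: 0% = DMSO and 100% = reference agonist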
TLR4-MyD88 BLA: inhibitors of TLR4-MyD88 association in cells, primary screen, cell-based, HeLa CL3-4, BLA complementation, FRET ratio; Toll-like receptor 4 (Homo sapiens) + Myeloid differentiation primary response protein …; HeLa CL3-4 TLR4/MyD88 BLA complementation; inhibition, % at 8.4 µM; hit rate 0.18% among 200,000; in the data active = inhibition above about 25%;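 also: 0% = vehicle and 100% = reference inhibitor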
RAM inhibit: inhibitors of the yeast RAM network, primary screen, dse1pr::URA3 reporter, 5-FOA selection | S. cerevisiae dse1pr::URA3 reporter, 5-FOA growth OD615, 2 d; analog-sensitive cbk1-as2 kinase mutant strain | inhibition, % at 50 µM | hit rate 1.8% among 190,000 | AID 868, 2007;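 active = inhibition above a set limit, 3 SD over mean compound inhibition, cut at about 8.4% in these data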;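 also: 0% = DMSO-only wells with no growth and 100% = 10 µM 1-NA-PP1 full growth; inhibition rescues growth on 5-FOA so higher OD means more RAM inhibition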
STAT3 activator: IL-6 driven STAT3 reporter potentiators, primary screen, U3A cells, luciferase, luminescence, MLSCN library; IL-6 STAT3-luciferase reporter; 100% = signal with IL-6 EC80 alone; hit rate 0.91% among 190,000; activation (% of control), % at 5.6 µM; AID 871, 2007;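 active = activation above the screen-wide mean of compound activation plus 3 SD, cut at about 130% in these data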;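 also: 0% = background luminescence of wells with medium and substrate only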
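Material: STAT1-lacking human U3A cells, STAT3 luciferase reporter | Benchmarks: IL-6-only wells as 100% reference | Probe or stimulus: IL-6 (33 ng/mL) | Timing: Compound 1 h, then IL-6 6 h at 37 °C | Detection: Luminescence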
The depositor's hits bear a star; . = no result given.

Second line of a record – PPARg SRC-3 ag | STAT1 inh | ROMK mod | SRC2 TRFRET art | PPARg SRC2 recr | STAT3 inh | S1P3 antagonist | PPARg SRC1 recr | TLR4-MyD88 BLA | RAM inhibit | STAT3 activator
CC(C)(O)C#Cc1ccc([C@@H]2C[C@H]3CN(c4ccccc4)C(=O)[C@]34CCCN24)s1
    3 | 0 | 0.21 | 1632 | 3 | -30 | -23 | 5 | -10 | 0.1 | 127
Cc1nn(C)c(C)c1CN(C)C(=O)c1cc2n(n1)C(C(F)(F)F)CC(c1cccs1)N2 (stereo not drawn)
    -2 | 15 | . | 1369 | -8 | 20 | -26 | -9 | 8 | -0.9 | 89
Cc1ccc(NC(=O)COC(=O)c2ccccc2-c2nc3ccccc3s2)c(C)c1
    1 | -7 | 0.26 | 1511 | 3 | -5 | -3 | 8 | -2 | 6.3 | 107
NNc1nc2c(F)cc(F)cc2s1
    6 | -63 | . | 1573 | 13 | -15 | -4 | 11 | -3 | -0.3 | 115
CCc1nc2c(nnn2Cc2ccc(F)cc2)c(=O)[nH]1
    -3 | -6 | 0.072 | 1711 | 6 | -8 | . | 7 | 0 | 0.1 | 107
Cc1ccc(C(=O)N2CCN(S(=O)(=O)c3ccc(C)c([N+](=O)[O-])c3)C2)cc1
    5 | 5 | 0.75 | 1643 | 8 | 17 | 2 | 0 | 10 | 0.4 | 90
Cn1c(=O)c2c(nc(NCCCO)n2CCc2ccccc2)n(C)c1=O
    -2 | 3 | . | 1694 | 13 | 6 | . | 4 | 1 | 0.1 | 101
Cc1cc(NS(=O)(=O)c2ccc(NC(=O)COc3ccccc3Cl)cc2)no1
    10 | -1 | . | 1633 | 1 | -2 | 11 | 1 | 7 | 7.4 | 105
COc1ccc(S(N)(=O)=O)cc1C(=O)NCCCN1CCN(c2ccc(C)cc2)CC1
    -4 | 4 | . | 1704 | 7 | 16 | . | 13 | -9 | -0.3 | 89
Cc1ccc(-c2cc3nc4c(c(=O)n3[nH]2)CCCC4)cc1
    0 | -81 | . | 1622 | 1 | 44* | 37 | 9 | 7 | . | 65
CSc1nnc(-c2ccco2)c(-c2ccco2)n1
    -4 | 1 | -0.18 | 1372 | 6 | -3 | 21 | -10 | -6 | 1.0 | 105
CCOC(=O)/C=c1\s/c(=C\c2ccc(C#N)cc2)c(=O)n1CC(=O)NCc1ccco1
    7 | 4 | 0.59 | 1587 | 15 | 16 | -8 | 4 | 11 | 2.1 | 93
Cn1c(SCC(=O)N2CCCC2=O)nc2ccccc21
    -1 | -2 | 0.63 | 1531 | -2 | -12 | -14 | 8 | 2 | -1.0 | 112
CCNc1ccc(C(=O)OCC(=O)NC(C)c2ccccc2)cc1[N+](=O)[O-] (stereo not drawn)
    -1 | 7 | -0.32 | 1761 | -3 | 7 | 2 | 4 | 3 | 4.2 | 97
Cc1ccccc1N(Cc1nnc2n1CCCCC2)C(=O)Nc1ccccc1
    0 | 0 | . | 1423 | 3 | 0 | -10 | -3 | 2 | -0.4 | 104
CCOC(=O)c1c(C)n(C)c2ccc(OCC(O)CNC(CC)CO)cc12 (stereo not drawn)
    21 | -24 | -1.2 | 1537 | 11 | -2 | -12 | 9 | 0 | 2.1 | 102
CC(C)c1ccc(OCC(=O)Nc2cccc(C(=O)Nc3ccccc3C(=O)O)c2)cc1
    0 | 18 | 0.055 | 1499 | 6 | 5 | -19 | -2 | -13 | 8.2 | 102
Cc1ccc(NC(=O)c2ccc3c(c2)OCCO3)cc1S(=O)(=O)Nc1cccc(Cl)c1
    6 | -15 | . | 1613 | 9 | 9 | 1 | 7 | -1 | 6.0 | 96
O=C(NNC(=O)c1sc2cccc(Cl)c2c1Cl)NC1CCCCC1
    -1 | 0 | 0.45 | 1337 | 4 | 19 | . | -1 | 10 | 5.2 | 90
Cn1c(=O)c2c(nc(NC(Cc3ccccc3)C(=O)O)n2Cc2ccccc2)n(C)c1=O (stereo not drawn)
    -2 | -3 | . | 1500 | 4 | 2 | 3 | 0 | 5 | 1.0 | 101
COc1ccc(OC)c(N(CC(=O)N2CCC(C)CC2)S(=O)(=O)c2ccc(OC)c(OC)c2)c1
    -2 | -4 | . | 1646 | 1 | 6 | . | 6 | 3 | 1.1 | 98
CN1CCN(C(=O)C2=C[C@H](c3ccc(C(F)(F)F)cc3)C[C@H](OCc3ccc(CO)cc3)O2)CC1
    -6 | 12 | . | 1495 | -3 | . | -1 | -8 | -10 | -0.9 | .
Cc1cccc2nc(-c3ccccc3)nc(N[C@@H](CO)c3ccccc3)c12
    2 | 8 | -1.2 | 1588 | 8 | 11 | 6 | 7 | 0 | 0.7 | 91
CSc1nnc(-c2ccc(S(=O)(=O)N3CCOCC3)cc2)n1CC1CCCO1 (stereo not drawn)
    -1 | -8 | -0.9 | 1448 | 5 | 3 | -11 | -2 | 1 | 0.7 | 100
CCOC(=O)c1sc(NC(=O)C(C)(C)C)cc1C
    -5 | -35 | . | 1579 | -4 | 7 | . | 2 | -4 | 2.9 | 102
COc1ccc2[nH]c3c(=O)n(N)c(C)nc3c2c1
    2 | -7 | . | 1522 | 1 | 13 | -21 | -4 | -1 | 0.1 | 91
CN(C)C(/C=C/Nc1cccc(Br)c1)=C(C#N)C#N
    4 | -12 | 0.007 | 1653 | 9 | 6 | 4 | 10 | 14 | 1.5 | 98
CC(C)(C)C(=O)NCCCc1ccccc1
    -2 | 6 | . | 1382 | -3 | -6 | . | 0 | -10 | 1.0 | 110
COc1cc(-c2nnc(SCC(=O)N3CCCC3)o2)cc(OC)c1OC
    4 | -2 | . | 1401 | 9 | 2 | -32 | 7 | -7 | 1.4 | 100
COc1cc2c(cc1NC(=O)c1ccc(C(C)(C)C)cc1)CCCC2
    4 | 1 | . | 1458 | -7 | -19 | . | 3 | -1 | 4.8 | 125

Remaining list, next part
Second line of a record – PPARg SRC-3 ag | STAT1 inh | ROMK mod | SRC2 TRFRET art | PPARg SRC2 recr | STAT3 inh | S1P3 antagonist | PPARg SRC1 recr | TLR4-MyD88 BLA | RAM inhibit | STAT3 activator
CCC(=O)N1CCC(c2ccc(OC)cc2)=N1
    -1 | -14 | 0.49 | 1265 | -2 | 4 | -24 | -6 | -2 | 0.8 | 100
COc1ccccc1OCCn1cc(C(=O)O)c2ccccc21
    3 | -5 | 0.24 | 1322 | 6 | 13 | -5 | -7 | -4 | 1.9 | 92
CCOc1ccc(C(=O)Nc2c3c(nn2C(C)(C)C)CSC3)cc1OCC
    4 | 4 | . | 1653 | -1 | -1 | . | 9 | -8 | -0.1 | 104
Cc1ccccc1S(=O)(=O)c1cc(C#N)c(=O)[nH]c1N
    2 | -6 | . | 1639 | -6 | 1 | -15 | 6 | -1 | 0.2 | 102
CCCc1nnc(NC(=O)CCCN2C(=O)c3ccccc3C2=O)s1
    0 | -1 | . | 1507 | -1 | 1 | . | 2 | -7 | 1.0 | 100
Cc1ccc(NC(=O)C/C(N)=N/OC(=O)c2ccccc2)cc1
    2 | 1 | -0.17 | 1700 | 11 | 8 | 0 | 2 | 1 | 2.8 | 94
COc1ccc(S(=O)(=O)Nc2ccc(S(=O)(=O)N3CCCCC3)cc2)cc1OC
    15 | 3 | . | 1416 | -2 | -5 | 13 | -1 | 7 | 2.0 | 108
CCCc1nc2sc(C(=O)OCC)c(N)c2c2c1COC(C)(C)C2
    2 | -4 | 0.85 | 1582 | 4 | 23 | . | 2 | 6 | 4.8 | 85
COc1ccccc1CC(=O)O/N=C(\N)c1cccc([N+](=O)[O-])c1
    8 | 8 | . | 1518 | -4 | -5 | . | 6 | 2 | 0.8 | 105
CCC1CCCCN1S(=O)(=O)c1ccc(NC(=O)c2cccs2)cc1 (stereo not drawn)
    8 | -9 | . | 1499 | 4 | 6 | . | -3 | 8 | 4.5 | 98
CC(=O)Nc1ccc(NC(=O)c2cc(C)nn2-c2ccccc2)cc1
    -9 | 14 | . | 1462 | 3 | 6 | 7 | 2 | -2 | 0.5 | 97
O=Cc1ccc(Sc2ncccn2)o1
    -1 | 2 | 0.84 | 1530 | 4 | 15 | -4 | 7 | 1 | 0.1 | 94
CCOc1cc(/C=C2/SC(=S)N(C)C2=O)ccc1Oc1ccc([N+](=O)[O-])cc1[N+](=O)[O-]
    3 | -1 | 0.17 | 1693 | 1 | 2 | -3 | 6 | 5 | 4.5 | 101
Cc1ccc(C(=O)Nc2ccon2)cc1S(=O)(=O)N1CCCCCC1
    -4 | -8 | . | 1354 | -4 | -4 | . | -3 | -2 | 1.4 | 107
COCC(=O)Nc1cc(C(=O)Nc2ccccc2)ccc1Cl
    3 | 1 | 0.45 | 1693 | 6 | 16 | -1 | 4 | -12 | -0.6 | 91
CC(=O)c1c(C)[nH]c(C(=O)OCC(=O)Nc2ccccc2Cl)c1C
    -6 | 16 | 0.33 | 1341 | -4 | 30 | -8 | -1 | -2 | 0.8 | 77
O=C(Cc1ccccc1)Nc1cccc(N2CCCC2)c1
    12 | 3 | -0.82 | 1454 | 10 | 19 | 16 | 4 | -5 | 2.1 | 86
Cc1ccc2oc(Nc3nc(C)cc(C)n3)nc2c1
    -2 | -9 | . | 1690 | 5 | 4 | 19 | 1 | 13 | 1.0 | 100
Cn1cc(Cl)nc1C(O)c1ccccc1 (stereo not drawn)
    0 | 1 | 0.85 | 1561 | 9 | 0 | -11 | 1 | 13 | 1.9 | 103
Cc1cc2ccccn2c1C(=O)c1cc([N+](=O)[O-])cc([N+](=O)[O-])c1
    -1 | 3 | -2.5 | 1343 | -2 | 13 | -18 | -4 | 3 | 2.7 | 90
CCC1CCCCN1CCCn1c(=S)[nH]c2ccccc2c1=O (stereo not drawn)
    12 | -2 | -0.12 | 1437 | -3 | 14 | . | 1 | 12 | 1.0 | 95
Cc1ccc(N2C(=O)CC(Sc3nc4ccccc4o3)C2=O)cc1Cl (stereo not drawn)
    10 | 9 | . | 1443 | -1 | 6 | . | -4 | 5 | 4.2 | 97
